# Screening results: PubChem, several laboratories
# NTR1 agonist: agonists of NTR1, primary screen, imaging, U2OS cells, beta-arrestin-GFP, high content (AID 493036); P30989; NTR1-U2OS beta-arrestin-GFP spot imaging, agonist mode; activation, % at 20 µM; actives 0.17% (n = 330,000);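 active = activation at or above 40% of the spot to cytoplasm intensity ratio, with at least 20 cells analyzed; inconclusive = wells under 20 cells, flagged as cytotoxic or low count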;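 note: 0% = DMSO without peptide and 100% = 100 nM NTR1 peptide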
# Target sequence (P30989 whole entry, looked up): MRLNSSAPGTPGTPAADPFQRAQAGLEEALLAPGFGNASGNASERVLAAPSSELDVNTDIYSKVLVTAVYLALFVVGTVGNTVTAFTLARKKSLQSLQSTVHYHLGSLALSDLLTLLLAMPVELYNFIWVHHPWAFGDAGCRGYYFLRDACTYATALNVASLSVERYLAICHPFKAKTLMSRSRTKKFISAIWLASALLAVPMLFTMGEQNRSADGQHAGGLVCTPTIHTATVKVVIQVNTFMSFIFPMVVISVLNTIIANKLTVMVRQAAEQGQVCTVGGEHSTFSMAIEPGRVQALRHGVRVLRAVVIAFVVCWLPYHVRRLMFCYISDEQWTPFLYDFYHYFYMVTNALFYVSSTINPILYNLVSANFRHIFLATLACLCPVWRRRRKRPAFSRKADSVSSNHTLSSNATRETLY
# AID2073: disruptors of CaV2.2 binding to Mint1 – biochemical, HTRF (AID 2073); HTRF protein-protein interaction, Mint1-CaV2.2; higher % means a stronger effect; one-dose inhibition, % at 20 µM; IC50 in µM for titrated hits; actives 0.19% (n = 290,000); in the data active = inhibition mostly above about 51%, no sharp cut-off; inconclusive = no clear call, values can overlap the other calls; inactive = mostly below about 53%; note: some results filed as inactive read as strong as hits
# Large T inhibition: SV40 large T antigen inhibitors, biochemical (AID 1903) | SV40 large T antigen ATPase/helicase inhibition assay; higher % means a stronger effect | inhibition, % at 20 µM; hits with a dose series show IC50 in µM | actives 0.39% (n = 310,000); in the data active = a potency from the dose series; inconclusive = inhibition mostly from about 32% at the one dose, without a potency; inactive = the rest, 99 in 100 with inhibition below about 32%; note: strong numbers were not always called active
# RSV antiviral HEp-2: inhibition of RSV-induced cytopathic effect – HEp-2 cells, primary 10 µM value included (AID 2391); HEp-2 cells, RSV-induced CPE inhibition; higher % means a stronger effect; CPE inhibition, % at 10 µM, or IC50 in µM where a hit was titrated; actives 0.13% (n = 310,000); in the data active = a potency from the dose series; inconclusive = CPE inhibition mostly from about 23% at the one dose, without a potency; inactive = the rest, 99 in 100 with CPE inhibition below about 21%; note: strong numbers were not always called active
# West Nile antiviral: West Nile virus antiviral activity, cell-based, CPE readout (AID 1621). West Nile virus-infected cells, CPE inhibition; higher % means a stronger effect. actives 0.02% (n = 290,000). one-dose CPE inhibition, % at 10 µM; IC50 in µM for titrated hits; in the data active = a potency from the dose series; inconclusive = CPE inhibition mostly from about 3.7% at the one dose, without a potency; inactive = the rest, 99 in 100 with CPE inhibition below about 2.2%; note: strong numbers were not always called active
# K1F lysis inhibition: protection from phage-mediated lysis, alamar blue read-out – E. coli UTI89, K1F phage, bacterial capsule biogenesis inhibitors (AID 488966); E. coli UTI89 K1F phage lysis, alamar blue, 2 h; higher % means a stronger effect; inhibition, % at 100 µM; hits with a dose series show IC50 in µM; actives 0.02% (n = 340,000);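 active = phage lysis inhibition, versus mean bacterial control, above a set limit; inconclusive = no clear call, values can overlap the other calls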;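 note: capsule biogenesis inhibitors block K1F phage lysis so surviving cells raise fluorescence; higher fluorescence means more inhibition of phage lysis; actives were called in the ten point dose series up to 300 µM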
# Siah-1 displacement: blockers of Siah-1 interaction with plectin peptide – biochemical, fluorescence polarization, rhodamine-plectin, uHTS, primary screen (AID 1817); actives 0.02% (n = 290,000); displacement, % at 20 µM; hits with a dose series show IC50 in µM; Siah-1 / rhodamine-plectin peptide fluorescence polarization; higher % means a stronger effect;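 active = displacement of at least 50% at 20 µM, with a fluorescence ratio check between 0.3 and a set limit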;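 note: plate controls were Siah plus tracer with DMSO for no effect and tracer alone without Siah for full effect; strong numbers were not always called active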
# MgcRacGAP inhibition: MgcRacGAP GTPase-activating activity inhibitors, confirmation, biochemical, ADP Hunter fluorescence. MgcRacGAP-stimulated Rac1 GTP hydrolysis, ADP Hunter fluorescence; higher % means a stronger effect; GST-tagged Rac1 F28L mutant substrate. inhibition, % at 30 µM, or IC50 in µM where a hit was titrated. actives 0.6% (n = 340,000);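 active = first-screen hits whose inhibition reached a set limit at any dose in the follow-up dose series; inconclusive = inhibition above the set first-screen limit but never retested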;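 note: fluorescence reports GDP produced by GAP-driven GTP hydrolysis; strong numbers were not always called active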
# Dengue-2 NS5 capping: flavivirus cap methylation enzyme inhibition – biochemical, confirmation dose response, primary screen (AID 588689); Dengue-2 NS5 methyltransferase capping enzyme assay, biochemical; higher % means a stronger effect; inhibition, % at 25 µM; hits with a dose series show IC50 in µM; actives 0.3% (n = 340,000); in the data active = a potency from the dose series; inconclusive = inhibition above about 29% without an active follow-up result
# NTR1 agonist cell count 20 µM: also measured in NTR1 agonist; calls as there; cell count; measured here: cell count, cytotoxicity flag
# Dengue-2 NS5 capping pilot replicate: also measured in Dengue-2 NS5 capping; calls as there; inhibition, %; measured here: pilot screen replicate inhibition
# Starred values were filed as active, the others as inactive; u = inconclusive; x = not tested or not shown; [ ] = another dose, or the depositor's remark.
SMILES,NTR1 agonist,NTR1 agonist cell count 20 µM,AID2073,Large T inhibition,RSV antiviral HEp-2,West Nile antiviral,K1F lysis inhibition,Siah-1 displacement,MgcRacGAP inhibition,Dengue-2 NS5 capping,others
O=C(COc1ccc(Cl)cc1Cl)Nc1ccccn1,3.2,68,1%,15%,4.7%,0.3%,-1.2%,-6%,3%,-2%,
CCc1ccc(C)[n+](CC(=O)c2cccs2)c1,-1.9,85,-1%,9%,1.2%,-0.3%,1.8%,2%,x,-10%,
O=C(Nc1nnc(CCN2CCCCC2)s1)c1ccccc1,-0.4,57,8%,-3%,-1.1%,-0.2%,0.2%,1%,3%,-13%,
C=CCn1c(SCc2nc3sc(C(=O)O)c(C)c3c(=O)[nH]2)nnc1-c1ccccc1,-0.9,92,0%,-1%,2.3%,0.6%,0.0%,11%,7%,-6%,
CC1(CC(=O)N/N=C/c2ccc(-c3ccc(C(=O)O)cc3)o2)OCCO1,-0.3,34,18%,7%,-2.4%,0.1%,3.2%,-2%,4%,-5%,
CC(C)NC(=O)C(OC(=O)c1ccccc1)C(OC(=O)c1ccccc1)C(=O)O (stereo not drawn),1.2,67,5%,12%,0.9%,0.3%,1.1%,3%,7%,-5%,
CC(=O)Nc1ccc(S(=O)(=O)N(CC(=O)NC2CC2)Cc2ccccc2)cc1,0.8,57,x,x,x,x,0.7%[50 µM],x,4%,-1%,
CCOC(=O)c1[nH]c2ccc(OC)cc2c1NC(=O)C(C)N1CCC2(CC1)OCCO2 (stereo not drawn),x,x,33%,24%,x,0.6%,x,-1%,x,x,
Nc1nnc(SCC(=O)c2ccc3c(c2)NC(=O)CO3)s1,0.4,45,-6%,4%,0.0%,0.9%,-1.4%,-2%,7%,-12%,
Cc1cc(C)c(CSc2ncnc3nc[nH]c23)c(C)c1,2.1,47,-4%,7%,5.7%,-0.9%,0.0%,1%,-2%,-4%,
CCC(=O)Nc1sc2c(c1C#N)CC(C)(CC)OC2 (stereo not drawn),0.6,79,-34%,2%,3.6%,0.7%,0.6%,1%,5%,-13%,Dengue-2 NS5 capping pilot replicate=-4.2
Cn1nc(C(=O)NCc2cccs2)c2ccccc2c1=O,4.7,75,-1%,4%,1.3%,-0.6%,0.7%,3%,1%,x,
CC(C)CCn1nnnc1C(c1ccccc1)N1CCC(C(N)=O)CC1 (stereo not drawn),-1.9,41,8%,4%,1.4%,0.4%,2.2%,-2%,6%,-3%,
C/C(CC(=O)Nc1cccc(Cl)c1Cl)=N\NC(=O)c1ccccc1C,-0.7,81,-2%,-3%,-2.2%,0.7%,0.1%,1%,-5%,x,
Cc1ccc2nc(-c3cccc(SC4CCCCC4)c3)c(NC3CCCCC3)n2c1,7.2,45,x,x,x,x,0.2%,x,2%,-5%,
c1ccc(C(c2ccccc2)N2CCN(c3nc4ccccc4n4cnnc34)CC2)cc1,42*,57*,15%,11%,19%,3.1%,x,0%,x,x,
CC1CCCC(NC(=O)CCS(=O)(=O)c2ccc3c(c2)NC(=O)CS3)C1C (stereo not drawn),1.3,55,7%,8%,x,-0.1%,0.2%,-1%,5%,-11%,
COC(C(=O)Nc1cccc([N+](=O)[O-])c1)c1ccccc1 (stereo not drawn),-2.1,108,-6%,8%,-0.3%,-0.1%,-0.1%,-1%,2%,-3%,
CCSC1=C(C#N)C(c2ccc(C)o2)CC(=O)N1 (stereo not drawn),3.9,70,20%,17%,x,0.3%,-0.2%,-5%,6%,-8%,
Cc1noc(C)c1S(=O)(=O)Nc1ccc(C(=O)N2CCC(C)CC2)cc1,2.1,33,11%,0%,5.8%,-0.1%,x,4%,x,x,
CN1CCc2c(sc3nc(SCC(=O)N4CCOCC4)n(-c4ccc(Cl)cc4)c(=O)c23)C1,-0.7,79,10%,26%,1.1%,0.1%,0.2%,3%,13%,-21%,
O=C(CC1SC(=Nc2ccc(O)cc2)NC1=O)Nc1ccccc1 (stereo not drawn),0.4,65,-2%,26%,0.7%,-0.1%,0.5%,15%,u,-3%,
CCOC(=O)c1cc2sccc2n1CCCN1C(=O)c2ccccc2C1=O,3.7,54,-5%,1%,2.7%,3.3%,-0.1%,3%,1%,-8%,
COc1ccc(N2CCN(CCC(=O)c3ccc4ccccc4c3)CC2)cc1,1.1,103,-7%,7%,3.2%,1.3%,-0.1%,13%,1%,-13%,
CC(=O)c1ccc(N2CCN(S(=O)(=O)c3c(C(=O)N4CCCCC4)c(C)n(C)c3C)CC2)cc1,0.2,54,-10%,-16%,0.6%,0.0%,-5.0%,0%,8%,-3%,

# Brought forward from above: two entries, then new ones.
SMILES,NTR1 agonist,NTR1 agonist cell count 20 µM,AID2073,Large T inhibition,RSV antiviral HEp-2,West Nile antiviral,K1F lysis inhibition,Siah-1 displacement,MgcRacGAP inhibition,Dengue-2 NS5 capping,others
COc1ccc(N2CCN(CCC(=O)c3ccc4ccccc4c3)CC2)cc1,1.1,103,-7%,7%,3.2%,1.3%,-0.1%,13%,1%,-13%,
CC(=O)c1ccc(N2CCN(S(=O)(=O)c3c(C(=O)N4CCCCC4)c(C)n(C)c3C)CC2)cc1,0.2,54,-10%,-16%,0.6%,0.0%,-5.0%,0%,8%,-3%,
O=C(CSc1ncnc2c1cnn2CCO)Nc1cccc(C(F)(F)F)c1,0.9,38,0%,7%,3.9%,-0.9%,1.7%[50 µM],6%,7%,1%,
CC1CCC(NC(=O)C2CC(=O)N(c3ccc4c(c3)OCCO4)C2)CC1 (stereo not drawn),3.7,66,18%,4%,-1.3%,-0.3%,0.2%,1%,9%,-7%,
Cc1cc(C(=O)C(C)OC(=O)C2=NNC(=O)CC2)c(C)n1-c1ccc(OC(F)F)cc1 (stereo not drawn),-0.3,55,-4%,1%,11%,0.2%,0.7%,6%,11%,1%,
CC[C@@]12C(=O)N(c3ccc(OC)cc3)C(=O)N1[C@H](c1ccc(Cl)cc1)[C@@H]1C(=O)N(C3CCCCC3)C(=O)[C@@H]12,-0.6,86,7%,15%,25%,-1.7%,0.1%,-2%,1%,-5%,
O=C(c1cc2c(s1)CCC2)N1CCN(c2ccccc2)CC1,0.7,39,32%,2%,1.1%,-0.2%,0.7%,5%,14%,-6%,
CCCCC1=CC2=CC(=O)C(C)(OC(=O)CC)C(=O)C2=CN1C1CCCC1 (stereo not drawn),5.9,106,6%,19%,-0.7%,0.4%,2.4%,6%,3%,11%,
O=C(NCc1cccs1)C1CC(=O)N(c2ccccc2)C1 (stereo not drawn),0.8,81,5%,-2%,2.7%,0.5%,-0.2%,-1%,-4%,-2%,
O=C(CSc1cccc[n+]1[O-])N1CCCc2ccccc21,1.7,56,4%,-4%,-0.9%,-0.2%,0.1%,1%,1%,1%,
CC(=O)Nc1ccc(S(=O)(=O)Nc2cccc(-c3nc4cc(C)ccc4o3)c2)cc1,3.5,75,x,6%,43%,x,0.5%,x,9%,0%,
COC(=O)c1ccccc1NC(=O)c1ccc(F)cc1,4.6,74,-12%,5%,-1.5%,0.2%,0.1%,12%,-4%,-7%,
O=S(=O)(Nc1nc2ccccc2nc1NCc1ccco1)c1ccc(F)cc1,1.0,65,10%,11%,0.8%,-0.2%,-0.1%,-3%,-9%,21%,
CCOC(=O)C1C(=O)C=C(c2ccc(C)cc2)CC1c1ccccc1 (stereo not drawn),5.4,68,2%,3%,47%,-0.7%,-4.6%,7%,6%,-4%,
Cc1cc(C(=O)COC(=O)c2ccc(NC(=O)CC#N)cc2)c(C)n1-c1ccc(OC(F)F)cc1,3.2,66,x,x,x,x,-2.2%,x,8%,-20%,
CC(=O)c1ccc(NC(=O)CSc2nnc(Cn3cnc4ccccc43)o2)cc1,2.0,64,13%,-4%,2.8%,1.8%,0.1%,2%,9%,-5%,
OC(CNC1CCCC1)COc1ccc(-c2ccccc2)cc1 (stereo not drawn),0.8,48,-3%,7%,-2.9%,-1.9%,6.9%,-2%,17%,3%,
CCN(C(=O)c1cccc(S(=O)(=O)N2CCc3ccccc32)c1)C1CCS(=O)(=O)C1 (stereo not drawn),-0.6,47,x,x,0.5%,x,0.7%[50 µM],x,2%,8%,
COCCNc1oc(COc2cccc(C)c2)nc1C#N,0.2,46,-2%,9%,0.6%,1.2%,-0.9%,6%,1%,-2%,
COC(=O)c1c(S(C)(=O)=O)nc(-c2ccccc2)[nH]c1=O,1.4,47,-2%,1%,1.6%,-1.0%,-4.7%,12%,-3%,0%,
CC(=O)Oc1cccc(N2C(=O)C3C4C=CC(CC4)C3C2=O)c1 (stereo not drawn),-1.4,101,18%,7%,1.8%,-0.1%,0.2%,5%,8%,-8%,
CC(=O)c1c(Cl)nc2cccc3c2c1-c1ccccc1C3=O,1.0,58,-3%,7%,9.2%,-0.9%,-0.1%,4%,4%,22%,
COc1ccc(C(=O)NC2CCCc3c2cnn3-c2ccccc2F)o1 (stereo not drawn),-1.1,57,2%,6%,14%,-1.0%,-0.3%,-2%,-11%,-9%,
COc1cc(F)c(C2=CC(=O)C[C@H](c3ccc4c(c3)OCO4)C2)cc1F,1.6,52,x,x,-0.1%,x,3.0%,x,3%,-5%,
CCCCOC(=O)c1ccc(NC(c2ccc(C)cc2)P(=O)(OC)OC)cc1 (stereo not drawn),1.0,32,0%,10%,6.9%,-1.3%,-0.3%,3%,3%,-3%,
Nc1ccc(-c2cc(N)n(-c3ccccc3)n2)cc1,1.0,30,7%,35%,1.6%,0.1%,1.7%,0%,11%,-1%,
CSCCC(NC(=O)c1ccco1)C(=O)N1CCN(Cc2ccccc2)CC1 (stereo not drawn),0.6,57,x,2%,-1.3%,x,0.0%[50 µM],x,-3%,0%,

# Next section.
SMILES,NTR1 agonist,NTR1 agonist cell count 20 µM,AID2073,Large T inhibition,RSV antiviral HEp-2,West Nile antiviral,K1F lysis inhibition,Siah-1 displacement,MgcRacGAP inhibition,Dengue-2 NS5 capping,others
Cn1c(CN2CCCCC2)nc2cc(NC(=O)c3ccccc3)ccc21,1.3,96,-17%,3%,1.2%,-0.6%,-0.1%,0%,5%,-5%,
CCOc1ccc(NC(=O)CCCOc2cc(=O)n(C)c3ccccc23)cc1,-1.1,67,-3%,1%,1.1%,-0.7%,-0.1%,1%,4%,-7%,
CC(C)NC(=O)c1ccccc1NC(=O)C1COc2ccccc2O1 (stereo not drawn),1.2,61,13%,0%,4.2%,1.0%,0.8%,1%,-2%,-10%,
CC(=O)Nc1ccc(C(C#N)c2ccccc2)cc1 (stereo not drawn),0.1,25,8%,4%,1.8%,0.1%,0.0%,-1%,9%,x,
O=C(c1ccc(Cn2cc(Cl)cn2)cc1)N1CCN(c2ccccc2)CC1,-2.0,70,2%,3%,1.8%,-0.8%,-0.3%,4%,3%,1%,
O=C(NCc1ccco1)Nc1ccc2nsnc2c1,1.4,27,20%,14%,4.1%,-0.3%,1.1%,4%,13%,26%,
